# Screening results deposited in PubChem by Sanford-Burnham Center for Chemical Genomics.
# Gli-Sufu antag = antagonists of Gli-Sufu signaling; Sufu-KO-LIGHT fibroblasts, Gli luciferase reporter luminescence; inhibition, % at 5 µM; 0.74% of 340,000 active; AID 588413;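 active means inhibition above about 55%, limit read from the data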;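 further: 0% = DMSO-treated cells and 100% = wells with medium but no cells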
# CCR6 antag = blocks CCL20-driven beta-arrestin recruitment at human CCR6. P51684. CHO-K1 CCR6 PathHunter beta-arrestin, luminescence, CCL20-stimulated. 0.49% of 340,000 active. inhibition, % at 20 µM;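 active means compounds whose inhibition of the agonist-driven luminescence signal at 20 µM reaches about 50%, limit read from the data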;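 further: cells stimulated with CCL20 at 14 nM final; plate controls were DMSO with CCL20 for no effect and DMSO without agonist for full effect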
# Target sequence (P51684 whole entry, looked up): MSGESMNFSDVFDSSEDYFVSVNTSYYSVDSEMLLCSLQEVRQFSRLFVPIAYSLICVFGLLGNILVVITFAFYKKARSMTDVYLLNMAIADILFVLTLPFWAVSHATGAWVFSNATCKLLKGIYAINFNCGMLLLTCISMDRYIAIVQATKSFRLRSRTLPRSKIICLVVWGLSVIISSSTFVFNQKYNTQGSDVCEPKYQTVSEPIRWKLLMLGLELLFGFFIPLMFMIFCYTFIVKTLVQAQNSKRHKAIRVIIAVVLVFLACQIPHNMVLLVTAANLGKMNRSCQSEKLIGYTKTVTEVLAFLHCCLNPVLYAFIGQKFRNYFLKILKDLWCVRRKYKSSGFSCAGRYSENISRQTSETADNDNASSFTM
# UBC13 inh = inhibitors of human UBC13 polyubiquitin chain formation; inhibition, % at 20 µM; P61088; TR-FRET; 0.47% of 330,000 active; AID 485273; in the data active means inhibition above about 45%, passing the limit was not always enough
# Target sequence (P61088 whole entry, looked up): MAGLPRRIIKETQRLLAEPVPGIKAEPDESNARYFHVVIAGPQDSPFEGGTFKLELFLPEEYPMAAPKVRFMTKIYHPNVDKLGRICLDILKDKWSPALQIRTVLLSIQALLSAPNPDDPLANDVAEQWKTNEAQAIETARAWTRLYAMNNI
# Jurkat NFkB inh = inhibitors of the PMA/ionomycin-induced NF-kB reporter in Jurkat cells. PMA/ionomycin-induced NF-kB luciferase reporter, luminescence. inhibition, % at 4 µM. 0.53% of 330,000 active
# SENP8 block = inhibitors of human SENP8 protease; Q96LD8; purified SENP8, Z-RLRGG-aminoluciferin cleavage, luminescence; inhibition, % at 10 µM; 1.2% of 330,000 active
# EBI2 block = blocks human EBI2 receptor beta-arrestin signaling. P32249. EBI2 beta-arrestin recruitment, luminescence, 7a,25-OHC stimulated. inhibition, % at 5 µM. 0.81% of 360,000 active; in the data active means inhibition above about 38%;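 further: enzyme fragment complementation signal reports receptor beta-arrestin coupling in cells; 0% = agonist plus DMSO wells and 100% = wells without agonist; some results beyond the cut were filed as inactive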
# Target sequence (P32249 whole entry, looked up, the tested form may be a part): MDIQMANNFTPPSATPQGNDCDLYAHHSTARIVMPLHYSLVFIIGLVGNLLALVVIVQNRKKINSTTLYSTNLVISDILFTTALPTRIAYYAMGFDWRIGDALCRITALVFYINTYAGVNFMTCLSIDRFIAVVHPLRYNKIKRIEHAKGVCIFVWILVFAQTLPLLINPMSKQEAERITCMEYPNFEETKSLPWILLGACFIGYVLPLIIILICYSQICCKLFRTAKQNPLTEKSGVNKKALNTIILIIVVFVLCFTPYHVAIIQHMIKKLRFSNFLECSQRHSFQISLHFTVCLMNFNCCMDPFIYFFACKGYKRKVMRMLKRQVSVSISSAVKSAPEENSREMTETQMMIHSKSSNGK
# 697 NFkB inh = lowers PMA/ionomycin-induced NF-kB signal in 697 B cells | 697 B-cell NF-kB luciferase reporter, 16 h | inhibition, % at 4 µM | 0.33% of 330,000 active; in the data active means inhibition above about 35%
# Apaf-1 inh = human Apaf-1 inhibition | 0.71% of 330,000 active | O14727 | inhibition, % at 20 µM | AID 489030 | reconstituted apoptosome caspase-3 activity, DEVD-Rh110 fluorescence; active means inhibition of at least 40% at 20 µM;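 further: plate controls were DMSO wells for no effect and DEVD-CHO caspase inhibitor wells for full effect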
#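 Material: reconstituted apoptosome with Apaf-1, cytochrome c, caspase-9, procaspase-3, dATP. Technique: Rh110 fluorescence intensity. Buffer or medium: pH 7.5 Hepes buffer with CHAPS, BSA, DTT. Times: 30 min plus 50 min, RT.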
# Starred values were filed as active, the others as inactive. Unless noted, no stated cut-off is given here; in the data, active means inhibition above about 50%; inactive means the rest.
canonical_smiles,Gli-Sufu antag,CCR6 antag,UBC13 inh,Jurkat NFkB inh,SENP8 block,EBI2 block,697 NFkB inh,Apaf-1 inh
Cn1c(NC(=O)/C=C/c2ccco2)cc(=O)n(C)c1=O,-5,11,0,-12,-1,-3,-2,1
O=C(O)CC/C(=N/NC(=O)CNC(=O)Cc1ccccc1)c1ccccc1,-3,-8,-3,-3,-2,0,11,-11
O=C(Cn1cc(/C=N/NC(=O)c2cccc(C(F)(F)F)c2)c2ccccc21)Nc1ccc(F)cc1,3,7,-6,9,-7,11,22,2
CCc1ccccc1N1CN(Cc2ccco2)CNC1=S,-5,-2,-4,-22,0,-5,-9,-8
CCOc1ccc(CCNC(=O)c2ccc(NC3=NC4CS(=O)(=O)CC4S3)cc2)cc1 (stereo not given),-7,3,-1,3,3,-1,0,0
COc1cc(/C=C/C(=O)NCc2cccnc2)cc(OC)c1OC,12,2,7,4,3,0,28,-2
O=C(O)c1ccc(Cl)cc1NC(=O)C1CCCO1 (stereo not given),0,-8,-3,1,-8,-8,-1,-2
Nc1csnc1C(=O)O,5,-26,2,13,5,-4,3,-7
CCCCCCOc1ccc(-c2ccc(C#N)cn2)cc1,-8,6,18,-1,1,5,-4,11
COCCCNC(=O)CSc1nc2cc(S(=O)(=O)N3CCCCC3)ccc2o1,-5,5,-1,7,-9,1,-4,15
CCc1ccc(CC)c(S(=O)(=O)Nc2ccc(O)c(C(=O)O)c2)c1,-9,-23,-1,-1,6,-3,14,1
CNC(=O)CSc1nc(-c2ccccc2)c(-c2ccccc2)o1,-3,13,0,-9,2,0,14,4

# Grouped by structure, those above with a furan ring, fused or not
canonical_smiles,Gli-Sufu antag,CCR6 antag,UBC13 inh,Jurkat NFkB inh,SENP8 block,EBI2 block,697 NFkB inh,Apaf-1 inh
Cn1c(NC(=O)/C=C/c2ccco2)cc(=O)n(C)c1=O,-5,11,0,-12,-1,-3,-2,1
CCc1ccccc1N1CN(Cc2ccco2)CNC1=S,-5,-2,-4,-22,0,-5,-9,-8

# (cont.)
canonical_smiles,Gli-Sufu antag,CCR6 antag,UBC13 inh,Jurkat NFkB inh,SENP8 block,EBI2 block,697 NFkB inh,Apaf-1 inh
O=C(c1cccnc1)N1CCc2ccccc21,-2,-7,6,4,-1,-14,16,-3
Cc1ccc(C)c(NC(=O)CSc2nnc(NC(=O)C3CC3)s2)c1,6,1,5,-4,-2,1,0,5
Cc1ccc(Cl)cc1NC(C#N)c1ccccc1 (stereo not given),9,10,-4,-7,-3,6,13,6
C[C@H](NC(=O)c1nc[nH]c1C(=O)N[C@@H](Cc1ccccc1)C(=O)OCc1ccccc1)C(=O)OC(C)(C)C,0,-6,-19,-15,-1,-15,-2,19
O=C(NC(NC(=O)c1ccccc1)C(=O)c1ccccc1)c1ccccc1,5,10,5,-2,5,-7,7,-2
N#Cc1cc2ccccc2nc1SCc1ccccn1,32,-1,5,-108,2,8,-120,-4
COc1ccc(Cl)cc1C(=O)Nc1nc(C)cc(C)n1,-2,-5,-7,7,-14,2,-7,12
N/C(=N\OC(=O)c1ccc(=O)n(Cc2ccccc2)c1)c1ccccn1,-4,4,-12,-10,-6,0,-73,4
COc1ccc(C(=O)N(CC2CCCO2)C(C(=O)NC2CCCC2)c2ccc(Cl)cc2)cc1OC (stereo not given),7,7,-6,-45,2,1,-35,14
COC(c1ccccc1)c1nnc(CCC(=O)N(C)CCCC2CCCC2)o1 (stereo not given),21,5,2,-23,-14,-3,-36,14
CCN(CC)CCN(C(=O)c1ccc2ccccc2c1)c1nc2ccc(F)cc2s1,41,20,10,-24,1,-1,-8,2
COc1ccccc1C(=O)N(C)c1nnc(-c2ccccc2)s1,-49,16,0,-48,-14,20,-67,15

# Next section:
canonical_smiles,Gli-Sufu antag,CCR6 antag,UBC13 inh,Jurkat NFkB inh,SENP8 block,EBI2 block,697 NFkB inh,Apaf-1 inh
CCOC(=O)c1cnc(-n2nc(C)cc2C)nc1N(C)C,-53,-1,-12,-46,-4,2,-66,14
COc1ccccc1CC(=O)NC12CC3CC(CC(C3)C1)C2,18,1,3,3,3,3,19,-9
Cc1cc(C)cc(NC(=O)CN2CCC(NC(=O)c3cccc(F)c3)CC2)c1,13,11,3,0,-7,-4,19,10
CCOC(=O)[C@@H]1[C@H]2COc3cc(OC)ccc3[C@@H]2N2C(=O)N(c3ccccc3)C(=O)[C@@]12C,-5,7,12,-4,-5,4,2,5
Cc1ccccc1-c1nc(S(=O)(=O)c2ccccc2)c(NCCCN2CCOCC2)o1,2,17,11,-20,5,-9,-2,-4
Cc1cccc(C)c1NC(=O)N1CCCC1C(=O)Nc1ccc(-n2cnnn2)cc1 (stereo not given),5,-4,-10,-6,-9,5,3,-3
C=CCn1c(C)cc(C)c(C#N)c1=O,6,15,-2,-8,-13,7,8,-6
O=C(OCC(=O)N1CCN(C(=O)c2ccco2)CC1)c1cccc(F)c1,-9,11,9,2,3,-5,15,-9
CNC(=S)N/N=C(\C)c1ccc2c(c1)OCCO2,-2,5,-13,-11,-5,-6,-2,2
CCOC(=O)CNC(=O)Nc1cc(C(C)(C)C)nn1-c1ccccc1,-7,4,1,-1,-1,-12,4,3
CC(=O)c1ccc(N2CCN(C(=O)c3cccs3)CC2)c(F)c1,-2,10,0,-32,10,0,-12,6
Cc1ccc(S(=O)(=O)NCCCN(C)C)cc1,-2,-4,4,7,0,-3,17,12

# 5 compounds already listed, sorted by the number in EBI2 block, ascending.
Structure | CCR6 antag | UBC13 inh | Jurkat NFkB inh | EBI2 block | 697 NFkB inh
CCOC(=O)CNC(=O)Nc1cc(C(C)(C)C)nn1-c1ccccc1 | 4 | 1 | -1 | -12 | 4
CNC(=S)N/N=C(\C)c1ccc2c(c1)OCCO2 | 5 | -13 | -11 | -6 | -2
Cc1ccc(S(=O)(=O)NCCCN(C)C)cc1 | -4 | 4 | 7 | -3 | 17
CC(=O)c1ccc(N2CCN(C(=O)c3cccs3)CC2)c(F)c1 | 10 | 0 | -32 | 0 | -12
C=CCn1c(C)cc(C)c(C#N)c1=O | 15 | -2 | -8 | 7 | 8

# Back to the main list, starting five compounds before the break.
canonical_smiles,Gli-Sufu antag,CCR6 antag,UBC13 inh,Jurkat NFkB inh,SENP8 block,EBI2 block,697 NFkB inh,Apaf-1 inh
O=C(OCC(=O)N1CCN(C(=O)c2ccco2)CC1)c1cccc(F)c1,-9,11,9,2,3,-5,15,-9
CNC(=S)N/N=C(\C)c1ccc2c(c1)OCCO2,-2,5,-13,-11,-5,-6,-2,2
CCOC(=O)CNC(=O)Nc1cc(C(C)(C)C)nn1-c1ccccc1,-7,4,1,-1,-1,-12,4,3
CC(=O)c1ccc(N2CCN(C(=O)c3cccs3)CC2)c(F)c1,-2,10,0,-32,10,0,-12,6
Cc1ccc(S(=O)(=O)NCCCN(C)C)cc1,-2,-4,4,7,0,-3,17,12
O=c1oc(-c2ccccc2NS(=O)(=O)c2ccccc2)nc2ccccc12,0,-1,-9,-4,-7,9,-8,12
O=C(O)CCCC(=O)Nc1ccccc1-n1ccnc1,4,13,2,6,3,-3,5,-1
O=C(Nc1ccc(N2CCOCC2)cc1)C1(S(=O)(=O)c2ccccc2)CC1,4,-32,-18,1,-7,0,6,-3
O=C(CN1C(=O)C2CCCCC2C1=O)Nc1nc(-c2ccccn2)cs1 (stereo not given),-10,-2,-15,3,-11,-4,-1,6
O=C(c1cc(-c2ccccc2)nc2ccccc12)N1CCN(c2ccccn2)CC1,0,15,-3,-4,9,-4,-42,20
CCn1c(CN2CCN(c3ccc(OC)cc3)CC2)nc2cc(S(=O)(=O)N(C)C)ccc21,3,5,-11,6,-13,-13,0,5
CCN(C[C@H]1N[C@@](C)(C(=O)OC)[C@H]2C(=O)N(C)C(=O)[C@@H]12)C(=O)Nc1ccccc1,-1,6,-13,-7,-11,-7,-2,-4
Cc1ccc(C(=O)N(CC(=O)NC2CCCC2)c2ccc(F)cc2)s1,-9,12,0,-14,-7,8,-7,15
CCN(CC)c1ccc(/C=C(\C#N)C(N)=S)cc1,-7,52*,-67,-25,-4,16,5,-1
Cc1c(F)cccc1NC(=O)CCC(=O)O,-13,-3,-3,2,8,-8,11,-1
O=C(CSc1n[nH]c(-c2ccncc2)n1)Nc1ccc(Br)cc1,-4,4,0,-5,-1,6,-20,13
COc1ccc(Cc2noc(CN(C)CCN3CCc4ccccc4C3)n2)cc1OC,0,0,13,12,-3,-3,9,-20

# The results go on:
canonical_smiles,Gli-Sufu antag,CCR6 antag,UBC13 inh,Jurkat NFkB inh,SENP8 block,EBI2 block,697 NFkB inh,Apaf-1 inh
Cc1nc2ccccc2cc1C(=O)N(C)Cc1ccccc1,-2,17,-4,19,3,6,1,5
CCc1ccc(CNCc2ccc(OCC(O)CN(C)Cc3ccccc3)cc2)nc1 (stereo not given),4,12,15,31,-3,6,-1,-14
CC(C)(C)C1CCC(=NNC(=O)C(=O)NCc2ccco2)CC1 (stereo not given),-21,7,-7,-4,-5,-2,9,-3
C=CCn1cc(C(=O)N2CCN(c3ccccc3)CC2)c(=O)c2cc(S(=O)(=O)N3CCCC3)ccc21,12,5,-3,7,1,-3,2,-1
O=C(NCC1CCCO1)C(=O)N/N=C/c1cccc(Cl)c1 (stereo not given),-7,8,6,6,-3,2,8,-7
COc1ccc(NC(=O)Cn2cc(C(C)=O)c3ccccc32)cc1,44,-2,3,6,6,0,-41,1
O=C(Nc1ccccc1)c1cnc[nH]1,-35,3,6,-18,-4,0,-3,-15
CC1CN(S(=O)(=O)c2cccc(C(F)(F)F)c2)C(C)N1C(=O)N1CCOCC1 (stereo not given),-5,20,9,0,-5,7,0,-1
COc1ccc(-n2c(CN3CCN(Cc4ccccc4)CC3)nc3ccc([N+](=O)[O-])cc3c2=O)c(OC)c1,1,9,7,9,1,0,10,-4
Cc1cccc(OCC(=O)Nc2ccc3c(c2)nc(CCN2CCC(C)CC2)n3C)c1,25,-1,4,5,6,-9,-4,25
COc1ccccc1NC(=O)COc1cccc(-n2cnnn2)c1,9,-6,17,6,-7,2,10,-2
Cc1cc(C)c(S(=O)(=O)Nc2ccc[nH]c2=O)c(C)c1,1,9,4,12,2,-14,-1,2

# Continuation.
canonical_smiles,Gli-Sufu antag,CCR6 antag,UBC13 inh,Jurkat NFkB inh,SENP8 block,EBI2 block,697 NFkB inh,Apaf-1 inh
COc1ccc(S(=O)(=O)Nc2ccc(C)cc2)cc1N(C)S(=O)(=O)c1ccc(Cl)cc1,18,9,-1,14,-5,22,-43,-5
CCN(CC)S(=O)(=O)c1ccc(N2CCOCC2)c(NC(=O)C2CSC3(C)CCC(=O)N23)c1 (stereo not given),7,10,-14,4,-6,11,-34,1
CNC(=O)C(=O)NCC1OCCN1S(=O)(=O)c1ccc(OC)c(OC)c1 (stereo not given),-3,6,1,10,5,4,23,-6
Cc1sc2nc(SCCO)n(-c3ccccc3)c(=O)c2c1C,3,5,7,-15,2,-7,-10,2
COc1ccc(S(=O)(=O)N(C)C[C@H]2Oc3ccc(NC(=O)Nc4ccc5c(c4)OCO5)cc3C(=O)N([C@H](C)CO)C[C@@H]2C)cc1,-1,15,-4,8,0,-2,9,10

# Only part of the results is shown; rates above refer to the full screens.
